Screening results: PubChem, Sanford-Burnham Center for Chemical Genomics
Hsp70 displacement: Hsp70 inhibitors, probe displacement, primary screen, biochemical, fluorescence polarization (AID 583). Hsp70 fluorescence polarization probe displacement, mP; higher % means a stronger effect. displacement, % at 20 µM, or IC50 in µM where a hit was titrated. hit rate 0.06% among 140,000; in the data active = displacement above about 50%;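 also: plate controls were vehicle for no effect and reference ligand for full effect; a part of the inactive calls stands beside numbers as strong as those of hits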
Rat MKP-3 inhibitors: MKP-3 phosphatase inhibitors, primary screen, biochemical, rat enzyme, in vitro (AID 425) | recombinant MKP-3 phosphatase activity, fluorescence; higher % means a stronger effect | one-dose inhibition, % at 20 µM; IC50 in µM for titrated hits | hit rate 0.17% among 110,000; in the data active = inhibition above about 50%;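 also: plate controls were vehicle for no effect and reference inhibitor for full effect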
* = called active by the depositor; x = not tested or not shown; & = joins results of further samples. This is a subset, so the mix of outcomes need not match the whole.

#	canonical_smiles	Hsp70 displacement	Rat MKP-3 inhibitors
1	CCCCN(C)C(=O)c1sc2ncn(CC)c(=O)c2c1C	-7.1%	7%
2	COc1ccc(/C=C2\SC(N3CCCC3)=NC2=O)cc1	5.3%	-5%
3	COc1ccc(-c2nc(CSCC(=O)N3CCc4ccccc4C3)c(C)o2)cc1OC	2.6%	-1%
4	CCOC(=O)c1cn2cccnc2n1	3.3%	x
5	CC(=O)NS(=O)(=O)c1ccc(NC(=O)Cc2ccccc2)cc1	-6.2%	3%
6	CCC(C)NC(=O)C(CCSC)NC(=O)c1ccccc1 (stereo not given)	5.7%	x
7	CCOC(=O)C1=C(C)OC(N)=C(C#N)C1c1cc2ccccc2nc1N1CCCCC1 (stereo not given)	19%	-3%
8	CC(CO)N1CCS(=O)(=O)CC1 (stereo not given)	-0.8%	x
9	COc1ccc(C2SCC(=O)N2CCCN(C)C)cc1 (stereo not given)	4.9%	x
10	CCOC(=O)C1=C(c2ccccc2)Nc2ncnn2C1c1cccc(OC)c1OC (stereo not given)	x	2%
11	COC(=O)c1c(C)oc2cc(Br)c(OCC(N)=O)cc12	-1.6%	0%
12	O=C(Nc1cccc(Cl)c1)O/N=C\c1ccncc1	-2.5%	-3%
13	CCn1c(O)c(/C=C2\C=Nc3ccccc32)sc1=S	-18%	0%
14	CN1CCN(Cc2nc3c(c(=O)n(C)c(=O)n3C)n2CCCc2ccccc2)CC1	5.4%	-5%
15	c1ccc(-n2nnc3ccccc32)nc1	-0.9%	1%
16	Cc1ccc(C)c(N2CCN(C(=O)C3CCCN(S(=O)(=O)c4c(C)noc4C)C3)CC2)c1 (stereo not given)	1.0%	2%
17	CCCc1c(C)c2c(C)[nH]nc2oc1=O	1.5%	x
18	CC(C)COc1ccc(C(=O)Nc2cccc(C(F)(F)F)c2)cc1	-2.0%	2%
19	O=C(O)c1cccc(-n2cccc2/C=C2/NC(=O)N(c3ccc(Cl)cc3)C2=O)c1	x	3.3µM*
20	COc1ccccc1OCC(=O)O	0.2%&1.1%	-10%
21	CCc1nc(SCC(=O)Nc2ccc(C(=O)O)cc2)n[nH]1	-2.3%	-2%
22	O=C1C2CC=C(Cl)CC2C(=O)N1CCN1CCOCC1 (stereo not given)	3.5%	x
23	c1ccc(-c2nc3cnccn3c2Nc2ccc3c(c2)OCCO3)cc1	-0.8%	4%
24	O=C1CC(c2cccc(Oc3ccccc3)c2)NC(=O)N1 (stereo not given)	5.7%	-4%
25	Brc1ccc2oc3c(N4CCOCC4)ncnc3c2c1	4.2%	2%
26	CC(=O)N1CCc2cc(Br)cc(S(=O)(=O)N3CCCCCC3)c21	1.9%	8%
27	COc1ccc(NC(=O)CSc2nnc(-c3ccc(C)cc3)n2N)cc1	-6.3%	-6%
28	O=C(/C=C/c1ccco1)Nc1nc2ccc(Br)cc2s1	-1.6%	1%
29	COCCN(C(=O)CNC(=O)c1ccco1)C(C(=O)NC1CCCCC1)c1cccs1 (stereo not given)	-0.8%	x
30	CCOC(=O)CSc1nnc(-c2cccnc2)o1	-1.6%	x

Values by screen from above:
Entries 17 to 28 in Rat MKP-3 inhibitors, in turn: x, 2%, 3.3µM*, -10%, -2%, x, 4%, -4%, 2%, 8%, -6%, 1%
Entries 17 to 28 in Hsp70 displacement, in turn: 1.5%, -2.0%, x, 0.2%&1.1%, -2.3%, 3.5%, -0.8%, 5.7%, 4.2%, 1.9%, -6.3%, -1.6%

The list continues.
#	canonical_smiles	Hsp70 displacement	Rat MKP-3 inhibitors
31	Cc1onc(-c2ccccc2Cl)c1C(=O)OCC(=O)Nc1ccc2c(c1)OCO2	1.3%	-15%
32	Cc1cc(C)cc(NS(=O)(=O)c2ccc3oc(=O)ccc3c2)c1	5.7%	x
33	COc1ccc(OC)c(N=Cc2c(O)[nH]c3ccccc23)c1	1.7%	0%
34	CCCCN(NC(C)=O)c1nc(Cl)nc(NC(C)C)n1	8.5%	x
35	COC(=O)c1nnn(Cc2ccccc2)c1N	3.4%	-4%
36	Cc1csc(NC(=O)C2CCCO2)n1 (stereo not given)	5.5%	-1%
37	O=C1CN(c2nnnn2-c2ccccc2)CCN1	5.6%	x
38	O=C1N/C(=N/N=C/c2ccccc2O)SC1Cc1cc(Cl)ccc1Cl (stereo not given)	0.7%	-1%
39	O=C(Nc1ccc(-c2nc3ccccc3s2)cc1)c1cccc(C(F)(F)F)c1	2.0%	4%
40	COCCN1C(=O)c2oc3cc(C)c(C)cc3c(=O)c2C1c1cccc(O)c1 (stereo not given)	-1.3%	x
41	O=C1c2ccccc2CCC1C1(O)C(=O)Nc2ccccc21 (stereo not given)	-2.2%	2%
42	C=CCn1c(SCc2nc3ccccc3nc2C)nnc1-c1ccoc1C	-4.1%	0%
43	CC(C)(C)c1cc(NC(=O)C2CCCO2)no1 (stereo not given)	5.4%	-10%
44	COc1cccc(NC(=O)C2CCN(Cc3cnn(-c4ccccc4)c3-n3cccc3)CC2)c1	-4.1%	x
45	O=C(Nc1ccccc1C(=O)NCCCO)c1ccccc1	2.8%	-1%
46	Cc1cccn2c(=O)c(/C=C3\SC(=S)N(C(C)c4ccccc4)C3=O)c(NCCc3ccccc3)nc12 (stereo not given)	-5.8%	2%
47	O=C(NC1=NCCS1)c1cc2ccccc2o1	-6.7%	-8%
48	Cc1ccc(-c2nn3c(C)nnc3s2)cc1N	5.4%	2%
49	CCc1nnc(NC(=O)C2CC3CCC2C3)s1 (stereo not given)	0.0%	0%
50	Cc1ccc(NC(=O)c2ccc(Cn3cc(Br)cn3)o2)cc1	-4.4%	x
51	O=C(CSc1nc2ccccc2[nH]1)c1ccc(-c2ccccc2)cc1	4.6%	1%
52	O=C(COc1ccccc1[N+](=O)[O-])N/N=C/c1cccc(OC(=O)c2ccc3c(c2)OCO3)c1	41%	8%
53	O=C(Nc1ccc(SC(F)F)cc1)/C(=C/c1ccc(Cl)cc1)NC(=O)c1ccccc1	0.7%	2%
54	COc1ccc(OCC(=O)Oc2ccc3c(c2)C(C)=CC(C)(C)N3)cc1	0.1%	5%
55	CCC(=O)N(CCc1ccc(OC)cc1)C1CC(=O)N(c2ccc(Br)cc2)C1=O (stereo not given)	0.2%	1%
56	COc1ccc(NC2=C(C)C(=O)CC2)cc1	-3.4%	-1%
57	Cc1nc(NC(=O)C2CC3CCCC(C2)C3=O)sc1C (stereo not given)	-2.8%	-7%
58	Cc1cccc(C)c1NC(=O)c1ccc([N+](=O)[O-])cc1	3.1%	0%
59	CCN(CC)CCN1C(=O)c2oc3ccccc3c(=O)c2C1c1ccccc1 (stereo not given)	2.2%	-6%
60	COC(=O)c1ccc(CSc2nc3ccccc3c(=O)n2CC(C)C)o1	1.5%	x
61	Cc1nc2sc(C(c3ccccc3)N3CCN(C(=O)c4ccco4)CC3)c(O)n2n1 (stereo not given)	0.6%	x
62	CCCC(=O)Nc1ccccc1NC(=O)CCC	2.7%	1%
63	CCN1/C(=C/c2ccc3ccccc3[n+]2CC)C=Cc2ccccc21	-38%	x
64	CCOc1cc(C2/C(=C(/O)c3ccc(OC(C)C)cc3)C(=O)C(=O)N2CCCOC)ccc1O (stereo not given)	2.7%	5%
65	Cc1cc(NC(=O)CC(CN(C)S(=O)(=O)c2ccccc2)c2ccccc2)no1 (stereo not given)	3.4%	2%
66	O=C(OCC#CCSc1nnc(-c2ccncc2)o1)c1cccs1	4.1%	-4%
67	Cc1ccc(-n2sc3ccccc3c2=O)cc1S(=O)(=O)N1CCCCC1	11%	7%
68	CCOC(=O)c1c(NC(=O)CSc2nnnn2C)sc(C)c1C	1.9%	0%
69	CCN(CCO)c1ncnc2c1sc1nc(CC(C)C)c3c(c12)CC(C)(C)OC3	4.6%	x
70	COc1cc(C(=O)c2cc(Br)ccc2NC(=O)COc2ccccc2)cc(OC)c1OC	-5.6%	4%
71	O=C(COC(=O)c1ccc(Sc2ccccc2)c([N+](=O)[O-])c1)NC1CCCc2ccccc21 (stereo not given)	5.3%	x
72	CCc1cc2c(cc3c(=O)n(CC(=O)N4CCN(c5ccccn5)CC4)nc(CC)n32)s1	0.4%	4%
73	COc1ccccc1N(CC(=O)Nc1cc(C)ccc1C)S(=O)(=O)c1ccccc1	-1.5%	4%
74	Cc1cccc2c1[nH]c1nc(SCC(C)C)nnc12	0.2%	0%
75	Cc1nc(N2CCN(c3ccccc3)CC2)nc2c1C(=O)CC(c1ccccc1)C2 (stereo not given)	5.0%	-8%

Of the compounds above, these contain an NH in an aromatic ring.
#	canonical_smiles	Hsp70 displacement	Rat MKP-3 inhibitors
17	CCCc1c(C)c2c(C)[nH]nc2oc1=O	1.5%	x
21	CCc1nc(SCC(=O)Nc2ccc(C(=O)O)cc2)n[nH]1	-2.3%	-2%
33	COc1ccc(OC)c(N=Cc2c(O)[nH]c3ccccc23)c1	1.7%	0%
51	O=C(CSc1nc2ccccc2[nH]1)c1ccc(-c2ccccc2)cc1	4.6%	1%
74	Cc1cccc2c1[nH]c1nc(SCC(C)C)nnc12	0.2%	0%

The results go on:
#	canonical_smiles	Hsp70 displacement	Rat MKP-3 inhibitors
76	COCCOC(=O)c1c(C)oc2ccc(OCc3ccccc3Br)cc12	-1.2%	0%
77	CC(=O)c1nc(N2C(=O)C3CC=C(C)CC3C2=O)sc1C (stereo not given)	6.4%	-10%
78	Cc1nc2ccccc2n1C1CC(=O)N(Cc2ccccc2)C1=O (stereo not given)	2.4%	x
79	O=C(N/N=C/c1ccccc1Cl)c1ccccn1	-4.1%	0%
80	O=C(COC(=O)c1ccc(S(=O)(=O)N2CCOCC2)cc1)Nc1nc(-c2ccccc2)cs1	5.3%	-8%
81	CC1=NN(c2ccc(S(N)(=O)=O)cc2)C(=O)/C1=C\c1ccc(-c2cc([N+](=O)[O-])ccc2C)o1	-4.0%	2%
82	O=C(CCN1C(=O)c2ccccc2C1=O)Nc1ccncc1	7.5%	-5%
83	Cn1c(=O)c2c(nc(CN3CCN(CCO)CC3)n2CCc2ccccc2)n(C)c1=O	0.9%	-7%
84	O=C1CC(NCc2cccs2)C(=O)N1c1ccc(Cl)cc1 (stereo not given)	-1.0%&-0.8%	1%
85	CC(=O)Nc1ccc(S(=O)(=O)NCCSCc2ccco2)cc1	-0.6%	-5%
86	Cc1cccc(C(=O)O/N=C(\N)c2ccncc2)c1	3.4%	-5%
87	C=CCOC(=O)C1=C(C)NC(SCC(=O)Nc2ccccc2)=C(C#N)C1c1ccco1 (stereo not given)	3.8%	x
88	Cc1ccc(C2C3=C(CC(C)(C)CC3=O)Nc3n[nH]c(C)c32)cc1 (stereo not given)	4.3%	-14%
89	COc1ccc(N=C2SC(C(=O)O)CC(=O)N2Cc2ccc(OC)c(OC)c2)cc1 (stereo not given)	-2.1%	3%
90	O=C(Cn1cc(/C=C2\NC(=O)NC2=O)c2ccccc21)Nc1ccccc1	x	21%
91	O=C1COc2ccccc2CN1	2.7%	x
92	Cc1cc2ncn(C(=O)N3CCOCC3)c2cc1C	-4.0%&5.6%	-10%&0%
93	O=C(O)Cc1csc(-c2ccc(Cl)cc2)n1	-2.5%	5%
94	CCCOC(=O)c1ccc(N2C(=O)c3ccccc3C2=O)cc1	1.5%	-3%
95	O=C(NCc1ccc2[nH]c3c(c2c1)CCCC3)N1CCOCC1	29%	3%
96	CCOC(=O)CN1C(=O)C(CC)Oc2ccc(Cl)cc21 (stereo not given)	2.7%	-8%
97	Cc1ccc(C)c(N2C(=O)CC(Cc3ccc(Cl)cc3)C2=O)c1 (stereo not given)	2.4%	2%
98	CCN(CC)S(=O)(=O)c1cc(C(=O)Nc2ccncc2)ccc1Cl	-0.2%	0%
99	CCOc1ccccc1NC(=O)CSCc1ccc(Cl)cc1Cl	-0.9%	3%
100	O=C(/C=C(\O)c1ccccc1)C(=O)Nc1ccc(C(=O)O)cc1	-2.4%	-2%
101	COc1cccc(-c2cc(C(=O)NCCc3ccccc3)no2)c1	x	4%
102	O=C(Nc1ccc2c(c1)OCO2)c1nn(-c2ccccc2)c(=O)c2ccccc12	7.1%	4%
103	O=C(Nc1ccccc1O)c1cc(Cl)ccc1Cl	-7.7%	5%
104	COc1ccc(C2C(C(C)=O)=C(O)C(=O)N2c2cccnc2)c(OC)c1 (stereo not given)	2.7%	-3%
105	CSc1nc2ccc(S(=O)(=O)N3CCc4ccccc43)cc2s1	0.2%	-7%

Laid out differently: entries from further up
94	CCCOC(=O)c1ccc(N2C(=O)c3ccccc3C2=O)cc1
95	O=C(NCc1ccc2[nH]c3c(c2c1)CCCC3)N1CCOCC1

| Assay by compound | 94 | 95 |
| --- | --- | --- |
| Hsp70 displacement | 1.5% | 29% |
| Rat MKP-3 inhibitors | -3% | 3% |

Next part:
#	canonical_smiles	Hsp70 displacement	Rat MKP-3 inhibitors
106	COc1cccc(CNC(=O)C2(C)Oc3ccccc3NC2=O)c1 (stereo not given)	4.6%	x
107	Cn1nnc2cc(C(=O)N3CCCCCC3)ccc21	3.0%	-4%
108	N#C/C(=C/c1ccc(-c2cc(Cl)ccc2Cl)o1)C(=O)O	0.3%	-3%
109	COC(=O)c1ccccc1NC(=O)c1ccccc1OC	-2.0%	-1%
110	CCN1CCN(c2ncc3c(n2)CC(c2cc(OC)c(OC)c(OC)c2)CC3=O)CC1 (stereo not given)	3.6%	-1%
